Assay outcomes: PubChem BioAssay, several laboratories
PfHsp40 yeast: restores yeast growth despite PfHsp40 toxicity | actives 0.68% (n = 340,000) | growth rescue, % at 12.5 µM | AID 504582 | S. cerevisiae expressing PfHsp40, growth rescue, ATP luminescence; in the data active = growth rescue above about 28%, passing the limit was not always enough; inconclusive = no clear call, values can overlap the other calls;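 also: yeast W303a lacking pdr1 and pdr3 grown in galactose medium; growth measured after three days at 30 °C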
Mtb UGM inh: blocks M. tuberculosis UGM enzyme. AID 504406. purified UGM, fluorescence polarization probe displacement. inhibition, % at 10 µM. actives 0.06% (n = 320,000). P9WIQ1; in the data active = inhibition above about 10%, passing the limit was not always enough; inconclusive = no clear call, values can overlap the other calls
Target sequence (P9WIQ1 whole entry, looked up): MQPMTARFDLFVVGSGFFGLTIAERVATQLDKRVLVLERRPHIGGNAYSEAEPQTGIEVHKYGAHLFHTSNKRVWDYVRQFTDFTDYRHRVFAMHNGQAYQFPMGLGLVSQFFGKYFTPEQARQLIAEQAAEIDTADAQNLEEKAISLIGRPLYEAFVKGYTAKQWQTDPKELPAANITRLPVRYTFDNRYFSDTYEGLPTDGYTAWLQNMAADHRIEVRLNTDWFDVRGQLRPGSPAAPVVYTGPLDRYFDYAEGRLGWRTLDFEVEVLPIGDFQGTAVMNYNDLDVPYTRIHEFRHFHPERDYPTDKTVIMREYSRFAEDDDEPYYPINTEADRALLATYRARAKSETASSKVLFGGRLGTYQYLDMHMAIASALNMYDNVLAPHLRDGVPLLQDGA
GDH-TPI inh: GDH-TPI coupled enzyme inhibition counter-screen. inhibition, % at 4.8 µM. AID 588335. actives 1.2% (n = 360,000). GDH-TPI coupled enzyme counterscreen, NADH absorbance; in the data active = inhibition above about 30%;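 also: 0% = DMSO wells and 100% = wells lacking the enzyme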
Anthrax LF inh2: anthrax lethal factor protease inhibition. actives 0.12% (n = 360,000). multiplex microsphere protease cleavage assay, LF. inhibition, % at 10 µM; also: plate controls were buffer without enzyme for full effect and enzyme alone for no effect
Mtb BioA inh: blocks M. tuberculosis BioA enzyme activity | purified M. tuberculosis BioA enzyme, plate reader | inhibition, % at 9.99 µM | actives 0.096% (n = 360,000); in the data active = inhibition above about 40%; inconclusive = no clear call, values can overlap the other calls
BoNT F protease: inhibitors of Botulinum neurotoxin F light chain protease; AID 588497; Multiplex microsphere protease cleavage assay, flow cytometry; actives 0.22% (n = 360,000); inhibition, % at 10 µM; in the data active = inhibition above about 35%, passing the limit was not always enough; inconclusive = no clear call, values can overlap the other calls; also: plate controls were buffer without enzyme for full effect and enzyme alone for no effect
FadD28 FP inh: inhibitors of Mycobacterium tuberculosis FadD28 bisubstrate binding; FadD28 bisubstrate probe binding, fluorescence polarization; inhibition, % at 12.5 µM; actives 0.22% (n = 360,000); AID 588549; in the data active = inhibition above about 8.5%, passing the limit was not always enough; inconclusive = no clear call, values can overlap the other calls
FBA Mtb inh: inhibitors of M. tuberculosis fructose-bisphosphate aldolase; actives 2.3% (n = 360,000); AID 588726; purified M. tuberculosis FBA, fluorescence read-out; inhibition, % at 1 µM; P9WQA3; in the data active = inhibition above about 27%;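 also: 0% = vehicle and 100% = reference inhibitor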
Target sequence (P9WQA3 whole entry, looked up): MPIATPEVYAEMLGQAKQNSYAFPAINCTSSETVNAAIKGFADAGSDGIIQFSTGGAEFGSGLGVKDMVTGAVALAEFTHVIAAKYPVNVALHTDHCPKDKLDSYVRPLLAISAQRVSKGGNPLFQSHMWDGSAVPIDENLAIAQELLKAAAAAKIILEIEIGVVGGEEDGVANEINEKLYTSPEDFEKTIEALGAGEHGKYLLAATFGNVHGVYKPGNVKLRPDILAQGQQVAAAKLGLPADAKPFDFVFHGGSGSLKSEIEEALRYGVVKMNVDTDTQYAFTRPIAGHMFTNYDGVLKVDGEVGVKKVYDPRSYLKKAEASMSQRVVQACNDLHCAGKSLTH
BoNT A protease: blocks Botulinum neurotoxin A light chain protease; AID 588499; multiplex microsphere protease substrate cleavage, flow cytometry; inhibition, % at 10 µM; actives 0.17% (n = 360,000); also: plate controls were buffer without enzyme for full effect and enzyme alone for no effect
* marks the source's active call; other numbers are inactive results; ? = inconclusive; . = not tested or not shown; & = joins results of further samples. Rule as the data show it, unless noted: active = inhibition above about 30%; inconclusive = no clear call, values can overlap the other calls; inactive = below that.

Start of the listing, in advance, three compounds:
mol	PfHsp40 yeast	Mtb UGM inh	GDH-TPI inh	Anthrax LF inh2	Mtb BioA inh	BoNT F protease	FadD28 FP inh	FBA Mtb inh	BoNT A protease
Cc1cc(C(=O)NNC(=O)c2ccc(Cl)cc2Cl)c(C)o1	-0.5	-0.8	9	-4	-1.8	4	0.8	0	-3.6
Clc1cccc(Nc2nc(-c3ccncc3)nc3ccccc23)c1	-0.2	-1.6	6	-4	.	?	0.7	0	?
O=C1OC[C@H]2CCCC[C@@H](CO)ON12	0.7	.	-5	-1	-1.0	-6	-4.9	3	-0.8

The whole of this part, previewed entries included:
mol	PfHsp40 yeast	Mtb UGM inh	GDH-TPI inh	Anthrax LF inh2	Mtb BioA inh	BoNT F protease	FadD28 FP inh	FBA Mtb inh	BoNT A protease
Cc1cc(C(=O)NNC(=O)c2ccc(Cl)cc2Cl)c(C)o1	-0.5	-0.8	9	-4	-1.8	4	0.8	0	-3.6
Clc1cccc(Nc2nc(-c3ccncc3)nc3ccccc23)c1	-0.2	-1.6	6	-4	.	?	0.7	0	?
O=C1OC[C@H]2CCCC[C@@H](CO)ON12	0.7	.	-5	-1	-1.0	-6	-4.9	3	-0.8
O=C(NCc1ccco1)c1ccc(-c2csnn2)cc1	-0.4	0.7	5	-12	.	?	-1.1	-1	-8.4
CCOc1ccccc1NC(=O)C1C2C=CC(O2)C1C(=O)O (configuration not stated)	1.0	-3.3	-1	3	1.0	-3	-0.3	0	-0.4
COc1ccc(-c2oc(NC(=O)CSc3ncn[nH]3)c(C#N)c2-c2ccc(OC)cc2)cc1	0.7	0.1	16	-8	.	-4	1.4	1	-2.0
COc1ccc(C(=O)NCc2ccc(Cl)cc2)cc1S(=O)(=O)N1CCCC1	-1.7	-1.6	-3	0	0.8	0	40*	1	0.3
COc1ccc(-c2nc(CSCC(=O)N3CCC(C(N)=O)CC3)c(C)o2)cc1OC	-0.2	1.4	0	3	2.8	-1	-1.2	8	-0.5
O=C(Nc1nnc(-c2ccco2)s1)C1CCCCC1	0.4	3.9	1	-4	-1.0	3	-0.4	2	0.1
COc1cccc(C2CC(c3ccccc3)=NN2S(=O)(=O)c2ccccc2)c1OC (configuration not stated)	3.7	-4.4	-3	3	0.1	21	9.7*	0	-1.4
O=C(CN1CCN(c2ccc(O)cc2)CC1)Nc1ccc(S(=O)(=O)N2CCCC2)cc1	0.3	1.5	7	4	-0.6	0	2.0	2	0.7
O=C(c1cc(COc2ccc(F)cc2Cl)on1)N1CCc2ccccc2C1	0.4	-0.2	8	-3	-0.6	-5	0.0	2	-1.5
CCOC(=O)c1[nH]c(C)c(CN(CCc2ccccc2)C(=O)CCC(=O)O)c1C	1.6	-3.2	1	2	-1.4	8	-0.5	-2	0.0
Fc1ccc(OCCOCCN2CCNCC2)cc1	-1.0	0.5	7	-13	4.0	-1	0.1	1	-3.8
CCOC(=O)c1cc(C#N)c(SCC(=O)c2cc(C#N)c(SC)nc2C)[nH]c1=O	-0.1	4.1	21	-3	-2.3	-5	-1.2	7	3.4
COCCCNC(=O)c1cn(C)c(=O)c2c1c1ccccc1n2C	0.2	0.2	0	-3	0.1	-10	-0.1	23	0.1
CCOC(=O)c1c(-c2ccccc2)csc1NC(=S)NC(=O)c1ccccc1	-0.5	3.8	0	-1	0.4	3	-6.7	1	0.0
Cc1sc2ncnc(SCC(=O)Nc3ccc(S(=O)(=O)N4CCOCC4)cc3)c2c1C	-1.0	-2.2	9	-3	-0.9	-6	-3.2	5	0.3
COC(=O)Nc1nc2ccc(Sc3ccccc3)cc2[nH]1	-2.1	3.4	9	4	-1.0	-4	-1.0	6	0.2
CCOc1ccc(S(=O)(=O)N2CCCCC2)cc1NC(=O)CSCc1c(C)noc1C	-0.5	2.0	-5	0	2.9	-10	-2.3	-1	1.4
O=C(CN1C(=O)c2ccccc2C1=O)Nc1cccc(Cl)c1	-0.4	1.3	16	-11	2.3	-12	-1.0	-1	-0.9
CCN1CCN(c2nc3c(c(=O)[nH]c(=O)n3C)n2CCCSc2ncccn2)CC1	-0.8	-0.1	13	-9	-0.7	-13	0.6	0	-0.1
CN(/N=C/c1ccncc1)C1=NCCN1	-0.3	-1.5	6	6	-1.9	-14	0.7	5	-0.7
CC(=O)N1CCN(C(=O)c2ccc(Cl)c(NC(=O)c3cccs3)c2)CC1	0.4	0.8	2	0	.	-3	-0.6	3	-1.4
COc1cc(C)ccc1OCC(=O)OCC(=O)c1ccc[nH]1	62*	.	-13	1	.	0	-2.7	0	0.2
COc1cccc(NS(=O)(=O)c2cn(C)c(=O)n(C)c2=O)c1	0.6	-1.8	12	-12	0.1	-7	-0.8	5	0.3
Fc1ccc(CSc2ccc(-c3ccco3)nn2)cc1	-0.3	4.2	19	-1	6.8	-2	1.5	0	0.7
O=C(COC(=O)[C@@H]1CCCN1S(=O)(=O)c1ccccc1F)Nc1ccc(OC(F)F)cc1	0.6	3.3	-6	-1	-0.9	2	-3.4	1	-0.2
O=C(CC1SC(=Nc2ccccc2)N(CCO)C1=O)Nc1ccccc1 (configuration not stated)	-0.4	-1.7	-2	-3	.	0	-0.8	7	0.6
COc1ccc(CNCc2c(C(=O)N(C)C)nc3ccc(Cl)cn23)c(OC)c1	-1.6	3.7	5	-1	-1.7	-6	-2.9	2	0.0
O=[N+]([O-])c1cc(C(F)(F)F)cc([N+](=O)[O-])c1NCCNC(=S)Nc1ccc(Cl)c(Cl)c1	2.1	1.1	-15	?	-1.5	26	-3.6	-3	6.3
Cc1cc(C(=O)N2CCCC(C(=O)c3cccc(C(F)(F)F)c3)C2)n[nH]1 (configuration not stated)	1.8	3.2	14	-2	-0.1	2	-1.5	3	-0.2
O=C(O)C1CCC(NSc2ccccc2[N+](=O)[O-])CC1 (configuration not stated)	1.6	-1.1	9	-9	.	1	-1.3	1	-0.2
CCCCCCOc1ccc(N2C(=O)CC(NCc3ccc(S(N)(=O)=O)cc3)C2=O)cc1 (configuration not stated)	0.9	0.5	4	0	-0.5	-7	-2.1	2	-0.8
COc1ccc(C(C(=O)NC2CCCC2)N(C(=O)c2snc(C(N)=O)c2N)c2cccc(O)c2)cc1 (configuration not stated)	1.5	1.0	9	9	0.6	21	-0.4	8	-0.2
O=C(NCc1ccc2c(c1)OCO2)C1CCCN(S(=O)(=O)c2cccc3cccnc23)C1 (configuration not stated)	0.7	-1.3	2	-6	-1.1	-3	-1.1	5	0.1
O=C(CC1C(=O)NCCN1Cc1ccc(Cl)c(F)c1)NC1CCCCC1 (configuration not stated)	0.2	-1.0	7	0	8.7	-3	-5.0	-2	1.1
Cc1ccc(/C=C2\SC(=S)N(CCCC(=O)Nc3cccc(C(=O)O)c3)C2=O)cc1	1.5	0.7	5	-3	4.4	3	-0.5	-2	-0.2
CC[C@H]1CC2CN3CCc4c([nH]c5cc(OC)ccc45)[C@](C(=O)OC)(C2)[C@H]13	.	-0.1	-6	-4	1.6	-6	-3.6	-3	-0.4
CN(C)C(=S)Nc1ccc(Br)c(Cl)c1	-0.6	2.6	3	6	.	?	-3.5	6	?
CCOc1ccc(N(C(=O)Nc2ccccc2)C2=NCCC2)cc1	0.9	-0.6	0	-2	-1.2	-4	-4.0	0	0.0
C[C@@H]1CN([C@@H](C)CO)C(=O)CCCn2nncc2CO[C@H]1CN(C)Cc1ccc(Oc2ccccc2)cc1	.	.	0	2	-1.2&3.2	-2	-5.5	0	-0.4
Cc1cccc(N2CCN(C(=O)c3c(Cl)cnn3C)CC2)c1C	-1.0	-0.8	-4	0	0.1	4	-0.1	1	0.1
N#C/C(=C\c1ccc(-c2ccc([N+](=O)[O-])cc2)o1)C(=O)Nc1nc(-c2cccs2)cs1	0.2	0.9	-3	0	.	1	-4.8	-7	0.5
COc1cc(F)ccc1S(=O)(=O)N1CCN(C23CC4CC(CC(C4)C2)C3)CC1	-2.1	-0.2	4	-14	1.3	-2	-3.7	0	-0.2
Cc1ccc(C)c2c(N)c3c(nc12)CCCCC3 (tested in a mixture with another compound)	0.2	1.2	6	-6	.	-2	-0.4	4	0.2
COc1cc(OC)c2ccc(=O)oc2c1C(CCN1CCOCC1)c1ccc2c(c1)OCO2 (configuration not stated)	-1.4	.	13	0	1.1	-4	-4.2	-2	0.4
NC(=O)C1CCN(C(c2ccccc2Cl)c2nnnn2Cc2ccc3c(c2)OCO3)CC1 (configuration not stated)	0.1	1.4	-3	-2	5.5	-2	-2.3	3	0.6
Fc1ccc(NC(=S)N2CCN(c3ncccn3)CC2)cc1	0.9	-2.3	-1	-2	.	-7	1.6	-1	0.1
CCC[C@@H]1Cc2ccccc2N1C(C)=O	-1.7	0.4	-3	4	-1.0	-5	-0.8	2	0.1
O=C(CSc1nnc(-c2ccccc2Cl)o1)Nc1ccc2c(c1)OCCO2	0.7	0.8	-11	-4	-1.0	0	-4.1	0	1.2
O=C(CCC1COc2ccccc2O1)NCC1COc2ccccc2O1 (configuration not stated)	0.8	2.1	18	-3	0.0	-3	0.2	-2	0.5
O=c1onc(-c2ccccc2)n1-c1cc(Cl)cc(Cl)c1	.	0.1	-10	?	0.6	-25	-4.5	2	5.2
O=C(CCC(=O)Nc1ccc(F)cc1)N/N=C/c1ccncc1	0.0	-1.7	-6	-2	.	-4	-3.1	2	-0.7
CCOP(=O)(OCC)C(NC(=O)C(F)(F)F)c1ccccc1 (configuration not stated)	2.2	-0.5	5	-3	.	-6	-0.3	-1	-0.1
CC1=C(NCCc2ccccc2)CCC1=O	-0.1	-0.8	13	-2	-1.2	7	-3.2	0	0.3
C[C@H](CO)N1C[C@H](C)[C@H](CN(C)Cc2cncnc2)Oc2cc(Br)ccc2S1(=O)=O	.	.	-11	-3	3.3&-0.2	-5	-1.0	1	-0.7
Cc1ccnn1CC(=O)N/N=C/c1cn[nH]c1-c1ccccc1	-0.5	0.7	-2	-2	.	-1	-0.4	-3	-0.9
